# HT1080-NT tox = kills 2HG-producing HT-1080-NT fibrosarcoma cells. HT-1080-NT fibrosarcoma viability, CellTiter-Glo ATP luminescence, 48 h. Potency, µM (doses to about 46.1 µM), for the others: at the top dose activity, negative = less viability, actives largely listed as cytotoxic. 360,000 compounds, 1.6% hits. AID 686970;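 note: NT is the 2HG producing partner of a matched IDH1 knockdown line; 0% = DMSO-treated cells and -100% = media-only wells without cells; nearly all actives have a fitted effect of over 55% in size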
#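 Viability by CellTiter-Glo luminescence after 48 h compound exposure at 37C of HT-1080-NT cells (750/well, RPMI, 5% FBS). % activity scaled between DMSO wells and medium-only wells, then curve-fitted and categorized by curve class.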
# TDP-43 yeast inh = inhibitors of TDP-43 toxicity in yeast. 410,000 compounds, 1.8% hits. AID 652104. Potency, µM (titrated, usually from 46.1 µM), inactives show top-dose growth rescue (activation), most hits filed as activators. TDP-43 expressing yeast growth rescue, BacTiter-Glo, 24 h; note: % of control where 0% means no effect; nearly all actives have a fitted effect of over 50% in size
#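 In this qHTS, compounds that restore growth of yeast expressing TDP-43 appear as activators. Cells (OD600=0.02, galactose medium, raffinose-pregrown) are incubated with compound 24 hr at 30 deg C and growth is quantified by BacTiter-Glo.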
# HT1080 IDH1KD tx = kills HT-1080 cells with IDH1 knockdown. HT-1080 IDH1 knockdown viability, ATP luminescence, 48 h. Potency, µM (series often up to 46.1 µM), without a hit: at the top dose activity, negative = toxicity, actives largely listed as cytotoxic. 360,000 compounds, 2% hits. AID 686971;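 note: 0% = DMSO wells and -100% = cell-free medium wells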
#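 % activity derives from luminescence (CellTiter-Glo), normalised to DMSO and no-cell wells. HT-1080-IDH1KD cells, 750/well, had 48 h compound exposure at 37 °C.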
# KB-3-1 cytotox = KB-3-1 parental cell cytotoxicity. KB-3-1 viability, CellTiter-Glo ATP luminescence, 72 h. Potency, µM (doses to about 46.1 µM), for the others: top-dose activity change, negative = cytotoxic, hits mostly cytotoxic. 400,000 compounds, 1.4% hits. AID 1347075; note: % is set by controls: 0 for no effect and ±100 for the full control effect; nearly all actives have a fitted effect of over 60% in size
#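 Viability of parental KB-3-1 cells, measured by CellTiter-Glo luminescence, followed a 72 h incubation at 37 °C with pinned compounds in phenol-red-free DMEM containing 10% FBS.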
# SW480 rerep = inducers of DNA re-replication in SW480 colon cancer cells; AID 624297; Potency, µM (titrated, usually from 46.1 µM), without a hit: top-dose re-replication activation, usual class: activators; SW480 DNA re-replication, Hoechst DNA content imaging, 48 h; 340,000 compounds, 1.8% hits; note: % of control where 0% means no effect; nearly all actives have a fitted effect of over 55% in size
#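 Cells (250 per well) received 23 nL compound or DMSO by pin tool and were kept 48 hr at 37 C, 5% CO2. Nuclei were then stained with Hoechst for 40 min and scanned for DNA content.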
# GLP1R ag = agonists of human GLP-1 receptor; 380,000 compounds, 0.007% hits; HEK293 GLP-1R CRE-luciferase, luminescence, 4-6 h; cells express a hypersensitive GLP-1R form; P43220; Potency, µM (top dose mostly 45.6 µM), inactives show top-dose activation, hits mostly activators; note: % of control where 0% means no effect
# Target sequence (P43220 whole entry, looked up): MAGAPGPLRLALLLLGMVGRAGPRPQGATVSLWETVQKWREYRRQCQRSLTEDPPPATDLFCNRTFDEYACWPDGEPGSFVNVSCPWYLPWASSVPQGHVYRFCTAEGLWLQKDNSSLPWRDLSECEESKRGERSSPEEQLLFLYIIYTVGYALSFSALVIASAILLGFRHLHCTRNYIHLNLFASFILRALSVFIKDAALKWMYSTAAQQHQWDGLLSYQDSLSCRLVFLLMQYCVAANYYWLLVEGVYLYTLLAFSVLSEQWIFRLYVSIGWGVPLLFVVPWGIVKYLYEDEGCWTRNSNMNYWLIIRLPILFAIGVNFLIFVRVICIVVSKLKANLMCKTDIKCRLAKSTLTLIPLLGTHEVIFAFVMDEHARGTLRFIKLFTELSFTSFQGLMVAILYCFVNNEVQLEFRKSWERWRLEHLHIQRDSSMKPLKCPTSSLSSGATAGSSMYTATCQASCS
# GLP1R inv ag = acts as inverse agonist at human GLP-1 receptor | P43220 | Potency, µM (doses to about 38.3 µM), without a hit: at the top dose activity change, negative = inhibition, hits mostly inhibitors | HEK293 GLP-1R CRE-luciferase, luminescence, 24 h; GLP-1R form is constitutively active | AID 624417 | 410,000 compounds, 1.6% hits; note: % is set by controls: 0 for no effect and ±100 for the full control effect; nearly all actives have a fitted effect of over 55% in size
#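 Inverse agonists were sought by their lowering of basal cAMP reporter luciferase output in HEK293 cells stably carrying constitutively active human GLP-1R, after 24 h compound treatment.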
# GLP1R cytotox = cytotoxicity in counter-screen for GLP-1R inverse agonists; HEK293 cAMP-luciferase reporter cells, luminescence, 24 h; 410,000 compounds, 0.13% hits; Potency, µM (series often up to 38.3 µM), without a hit: at the top dose activity change, negative = inhibition, most hits filed as inhibitors;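 note: loss of luciferase light is scored as toxicity; % is set by controls: 0 for no effect and ±100 for the full control effect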
#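 Here, cytotoxicity is scored as loss of luminescence. The MLSMR collection was tested on cells seeded in medium containing 10% Nu serum, with a 24 hr compound exposure preceded by 12 hours of culture.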
# KB-V1 cytotox = kills drug-selected multidrug resistant KB-V1 cells | KB-V1 MDR cells viability, CellTiter-Glo, 72 h | Potency, µM (series often up to 46.1 µM), without a hit: at the highest dose activity change, negative = cytotoxicity, hits mostly cytotoxic | 400,000 compounds, 3.4% hits | AID 1347076; note: % is set by controls: 0 for no effect and ±100 for the full control effect; nearly all actives have a fitted effect of over 60% in size
#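 Drug-selected KB-V1 cells, grown in DMEM lacking phenol red with 10% FBS, receive compound titrations; after three days at 37 degrees C, surviving cell ATP is quantified by CellTiter-Glo luminescence and responses normalized and curve-fitted.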
# Active calls of the source: *; ? = inconclusive; . = no result given; [ ] = dose if it differs, or a comment. Calls come from the whole dose curve; as a rule, active = well fitted curve in the direction sought with a large enough effect; inconclusive = small, poorly fitted or top-dose-only effect, or another doubt; inactive = no such curve, though single readings can be large; an effect the other way counts as inactive or inconclusive. Potency is the fitted concentration of half-maximal effect.
# Below each SMILES: GLP1R ag | KB-V1 cytotox | GLP1R inv ag | HT1080 IDH1KD tx | GLP1R cytotox | KB-3-1 cytotox | HT1080-NT tox | SW480 rerep | TDP-43 yeast inh
> CCn1nc(CC(=O)Nc2nnc(CC(=O)N3CCOCC3)s2)c2ccccc2c1=O
    -5% | -1% | 1% | 3% | -13% | 12% | 9% | -11% | 8%
> CCc1cccc(C)c1NS(=O)(=O)c1cc(Br)cnc1N
    -1% | 6% | 10µM* | ? | -6% | 4% | ? | ? | 11%
> O=C(O)CC1(CC(=O)Nc2nccs2)CCCCC1
    5% | ? | 2% | -28% | 20% | -19% | -7% | 5% | -29%
> CCOC(=O)CSC1=C(C#N)C(C)C2=C(CCCC2=O)N1 (stereo not given)
    -2% | -3% | -3% | 5% | -10% | 0% | 8% | -4% | -9%
> COc1ccccc1NC(=O)CN1CCC(c2nc3ccccc3[nH]2)CC1
    5% | ? | -8% | -8% | -5% | 11% | -10% | 12% | 21%
> COc1ccc(-c2noc(-c3ccc(NCc4cccnc4)c([N+](=O)[O-])c3)n2)cc1
    . | ? | 1% | . | 4% | 8% | . | . | 25%
> Cc1ccc(CNC(=O)CSc2nc3[nH]ncc3c(=O)[nH]2)cc1
    1% | ? | 7% | 15% | 4% | 7% | 10% | -10% | -12%
> CS(=O)(=O)c1cnc(-c2ccccc2)nc1Sc1ccc(F)cc1
    16% | 16% | 29% | -1% | 7% | -3% | 3% | -4% | -8%
> OCC1(Cc2ccc(Cl)cc2)CCN(Cc2ccc(Oc3ncccn3)cc2)CC1
    3% | -1% | 10µM* | ? | -10% | 6% | -14% | 9% | -12%
> CCOc1ccc(-c2nnc3n2N=C(c2ccc(OC)cc2)CS3)cc1
    ? | -10% | 102%[activator] | 0% | 9% | 6% | 5% | 2% | 6%
> Cc1cc(=O)[nH]c(=O)n1Cc1ccccc1
    2% | 5% | 8% | 16% | 6% | 3% | 11% | -9% | 8%
> CC1(C(=O)Nc2cccc(C(F)(F)F)c2)Cc2c(-c3ccccc3)ccnc2O1 (stereo not given)
    -4% | 2% | ? | ? | -4% | 0% | ? | . | 0%
> COC(=O)CC1=Nc2ccccc2NC(=O)C1
    -9% | 20% | 3% | 14% | -5% | 1% | 14% | -14% | 18%
> O=C(Cc1ccc(O)cc1)N/N=C/c1cccnc1
    5% | 0% | 8% | -9% | 4% | 4% | 0% | 5% | 11%
> COCC(C)n1c(SCC(=O)NCCC2=CCCCC2)nc2ccccc2c1=O (stereo not given)
    -1% | -25% | ? | -2% | 5% | -1% | 7% | 2% | 16%
> Clc1ccc(-c2nc3ccncc3[nH]2)cc1
    6% | 18µM* | 90%[activator] | ? | 7%[1.53 µM] | ? | ? | -13% | -42%[inhibitor]
> Cc1ccc(-c2cc(-c3ccc(F)cc3)n[nH]2)c(O)c1
    -4% | -1% | ? | 18µM* | -2% | ? | 26µM* | ? | 0%
> CC(C)[C@H](NC(=O)Nc1ccc2c(c1)OCCO2)C(=O)O
    -8% | -4% | 15% | -1% | 3% | 4% | 18% | -5% | -15%
> CCOc1ccc(-c2nn(CC(=O)NC3CCCCC3)c3c2cnc2ccc(C)cc23)cc1
    . | 21% | 2% | . | 0% | 3% | . | . | 0%
> O=C(CCN1C(=O)/C(=C/c2ccccc2F)SC1=S)Nc1cccnc1
    0% | . | 1% | -4% | -1% | . | -3% | -1% | -10%
> O=C(CNC(=O)c1cccc(Br)c1)NCCc1nc2ccccc2[nH]1
    -3% | 17% | 8% | 2% | 7% | -11% | -2% | 1% | -12%
> Cc1ccc(C2C(C#N)=C(N)Oc3cc(C)oc(=O)c32)o1 (stereo not given)
    -5% | 15% | -31% | ? | 2% | 0% | -28% | -7% | -8%
> Cc1ccc(OCC(=O)O/N=C(\N)c2cccnc2)cc1
    10% | -13% | -3% | 13% | -5% | 3% | 9% | 1% | -5%
> COc1ccc(CCN2C(=O)CC(NC34CC5CC(CC(C5)C3)C4)C2=O)cc1OC (stereo not given)
    -1% | ? | ? | -19% | 8% | 8% | -15% | -1% | -24%[9.22 µM]
> COc1ccc(OCc2cc(C(=O)NC3CCOCC3)no2)c2ccccc12
    12% | -15% | 6% | -20% | -10% | -3% | -11% | ? | 6%
> O=C(CC1(O)C(=O)N(CCc2ccccc2)c2ccc(Br)cc21)c1ccc(F)cc1 (stereo not given)
    . | -24% | ? | . | -16% | ? | . | . | 10%[9.22 µM]
> COc1ccc(NCC(=O)Nc2cc(S(=O)(=O)N3CCOCC3)ccc2N2CCOCC2)c(OC)c1
    -2% | 10% | 3% | 8% | -21% | 8% | 7% | -2% | 11%
> O=C(O)c1cccc(-c2csc(C(O)c3ccc(F)c(F)c3)n2)c1 (stereo not given)
    7% | 3% | 30% | 10% | -7% | 0% | 26% | . | ?
> COc1ccc(Cl)c(-c2cc(C(=O)Nc3ccccc3)[nH]n2)c1
    ? | 2% | ? | -20% | -17% | 0% | ? | . | -20%
> CN1CCN(C(=O)CC2(CC(=O)O)CCCC2)CC1
    0% | 2% | 1% | 0% | 10% | -1% | 7% | -52%[inhibitor] | -10%
> COc1cc(Cl)c(C)cc1NC(=O)CN1CCN(C(=O)c2cccs2)CC1
    -5% | -5% | -18% | -16% | -1% | -15% | -14% | . | 11%
> Cc1sc2ncn3c(C)nnc3c2c1C
    -7% | 14% | 37% | 13% | 2% | 15% | 12% | -5% | 5%
> O=C(NCC1CC1)Nc1ccccc1
    1% | 19% | 2% | 6% | 1% | 2% | 21% | 1% | -8%
> CCn1c(SCC(=O)Nc2cc(Cl)ccc2OC)nnc1C1CC1
    5% | ? | 6% | 7% | -2% | -8% | 11% | 8% | 20%
> Fc1ccc(-c2nnc(N3CCOCC3)c3ccccc23)cc1F
    18% | -2% | -6% | 6% | 10% | -1% | 6% | 7% | 28%
> O=C1CCC(C(=O)NC2(C(=O)NC3CCCCC3)CCCCC2)N1 (stereo not given)
    -9% | 5% | 13% | 15% | -15% | 1% | 14% | 1% | 6%
> Cc1ccc(NC(=O)Cn2c(C)cc(C)c(C#N)c2=O)cc1F
    . | -12% | 11% | . | -9% | -13% | . | . | 9%
> CCN(CC)S(=O)(=O)c1ccc(NC(=O)COC(=O)c2cc(S(=O)(=O)Nc3ccc(OC)cc3)ccc2O)cc1
    -2% | -2% | 18%[7.66 µM] | 1% | 1%[7.66 µM] | 16% | -2% | ? | -17%
> CCOc1ccc(CCNC(=O)c2cc(-c3ccccc3)c(N3CCOCC3)s2)cc1OCC
    0% | -2% | 13% | 0% | 0% | -5% | 0% | -4% | 5%
> O=C(O)C1CCCCC1C(=O)Nc1ccc(Cl)cc1Cl (stereo not given)
    -9% | 0% | 0% | 7% | -5% | -4% | 3% | 1% | 1%

# The final 3 entries of the section above lead into the next:
# Below each SMILES: GLP1R ag | KB-V1 cytotox | GLP1R inv ag | HT1080 IDH1KD tx | GLP1R cytotox | KB-3-1 cytotox | HT1080-NT tox | SW480 rerep | TDP-43 yeast inh
> CCN(CC)S(=O)(=O)c1ccc(NC(=O)COC(=O)c2cc(S(=O)(=O)Nc3ccc(OC)cc3)ccc2O)cc1
    -2% | -2% | 18%[7.66 µM] | 1% | 1%[7.66 µM] | 16% | -2% | ? | -17%
> CCOc1ccc(CCNC(=O)c2cc(-c3ccccc3)c(N3CCOCC3)s2)cc1OCC
    0% | -2% | 13% | 0% | 0% | -5% | 0% | -4% | 5%
> O=C(O)C1CCCCC1C(=O)Nc1ccc(Cl)cc1Cl (stereo not given)
    -9% | 0% | 0% | 7% | -5% | -4% | 3% | 1% | 1%
> CC1CCc2nc3ccc(S(=O)(=O)N4CCC(C(=O)NC(C)c5ccccc5)CC4)cc3c(C(=O)O)c2C1 (stereo not given)
    -5% | ? | 8% | 1% | 9% | 27% | 5% | -1% | 12%
> CCC(C(=O)Nc1c(C)cccc1C)n1c(-c2ccc(-c3ccccc3)cc2)nc2ccccc21 (stereo not given)
    . | -15% | 7% | -15% | 1% | 9% | -8% | . | ?
> Cc1cc(C(=O)N/N=C/c2cn[nH]c2-c2ccccc2)cs1
    1% | 0% | 15% | 11% | -2% | 5% | 6% | -7% | -18%
> COc1ccc(S(=O)(=O)N(C(=O)c2ccncc2)c2ccc(OC(=O)c3ccncc3)cc2)cc1
    -4% | -13% | -16% | -16% | -11% | -12% | -15% | 7% | ?
> Cc1ccc(/C=N/n2c(C)nnc2C)o1
    -6% | 7% | 1% | 13% | 1% | 2% | 5% | ? | 3%
> S=C(c1ccc(-c2ccc(Cl)cc2Cl)o1)N1CCCCC1
    5% | -23% | 10µM* | -16% | -3% | 12% | -11% | ? | 7%
> COc1ccc(C(C)=O)cc1CSC(=N)N
    -4% | 5% | -1% | 1% | 5% | -5% | 0% | ? | 11%
> O=S1(=O)CC(N2CCN(CCO)CC2)CN1Cc1ccccc1 (stereo not given)
    -4% | 21% | -5% | 3% | 5% | 0% | -5% | . | 14%
> Cc1noc(C)c1COc1ccccc1C(=O)N(C)Cc1ccc(C(C)(C)C)cc1
    11% | ? | ? | ? | -8% | -16% | -24% | -5% | 35µM*

# In the list so far, these have two or more sulfur atoms.
# Below each SMILES: GLP1R ag | KB-V1 cytotox | GLP1R inv ag | HT1080 IDH1KD tx | GLP1R cytotox | KB-3-1 cytotox | HT1080-NT tox | SW480 rerep | TDP-43 yeast inh
> CS(=O)(=O)c1cnc(-c2ccccc2)nc1Sc1ccc(F)cc1
    16% | 16% | 29% | -1% | 7% | -3% | 3% | -4% | -8%
> O=C(CCN1C(=O)/C(=C/c2ccccc2F)SC1=S)Nc1cccnc1
    0% | . | 1% | -4% | -1% | . | -3% | -1% | -10%
> CCN(CC)S(=O)(=O)c1ccc(NC(=O)COC(=O)c2cc(S(=O)(=O)Nc3ccc(OC)cc3)ccc2O)cc1
    -2% | -2% | 18%[7.66 µM] | 1% | 1%[7.66 µM] | 16% | -2% | ? | -17%
